Screening data deposited in PubChem BioAssay by National Center for Advancing Translational Sciences (NCATS).
APEX1 inh: inhibitors of human APE1 endonuclease; 0.35% of 350,000 active; recombinant APE1, TAMRA/BHQ-2 abasic DNA cleavage fluorescence; AID 2517; P27695; Potency, µM (top dose mostly 65.8 µM), for inactives: at the top dose activity change, negative = inhibition, actives largely listed as inhibitors;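 also: plate controls were vehicle for no effect and reference inhibitor for full effect; nearly all actives have a fitted effect of over 55% in size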
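APE1 at 0.75 nM final was preincubated with compound 15 min at room temperature, then 50 nM double-stranded THF abasic-site substrate (5'-TAMRA/3'-BHQ-2) was added. Fluorescence (ex 525/em 598 nm) was read kinetically; third-minus-first read gave activity.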
BLM inh: inhibitors of human Bloom syndrome helicase BLM; 0.2% of 350,000 active; recombinant BLM DNA unwinding, fluorescence dequenching; Potency, µM (highest dose often 56.1 µM), without a hit: top-dose activity change, negative = inhibition, usual class: inhibitors; AID 2528;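 also: plate controls were vehicle for no effect and no enzyme for full effect; nearly all actives have a fitted effect of over 35% in size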
BAZ2B inh: blocks human BAZ2B | AlphaScreen BAZ2B-H3K14Ac peptide displacement | Potency, µM (series often up to 114 µM), for the others: top-dose activity change, negative = inhibition, hits mostly inhibitors | 4.4% of 360,000 active; also: % is scaled to controls: 0 for no effect and ±100 for the full control effect; nearly all actives have a fitted effect of over 60% in size
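BAZ2B (50 nM) with biotin-H3(5-23)K14Ac peptide (50 nM) in PBS pH 7.4, 0.01% Tween-20, preformed 30 min, then compound 30 min at room temperature; top concentration 110uM. AlphaScreen streptavidin donor/nickel chelate acceptor beads (10 ug/mL final), 20 min dark, signal read.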
POLH inh: blocks human DNA polymerase eta activity; 1.2% of 390,000 active; AID 588591; Potency, µM (doses to about 114 µM), for inactives: at the top dose activity change, negative = inhibition, hits mostly inhibitors; recombinant Pol eta, fluorescent DNA replication assay; also: % is scaled to controls: 0 for no effect and ±100 for the full control effect
Target sequence (Q9Y253 whole entry, looked up): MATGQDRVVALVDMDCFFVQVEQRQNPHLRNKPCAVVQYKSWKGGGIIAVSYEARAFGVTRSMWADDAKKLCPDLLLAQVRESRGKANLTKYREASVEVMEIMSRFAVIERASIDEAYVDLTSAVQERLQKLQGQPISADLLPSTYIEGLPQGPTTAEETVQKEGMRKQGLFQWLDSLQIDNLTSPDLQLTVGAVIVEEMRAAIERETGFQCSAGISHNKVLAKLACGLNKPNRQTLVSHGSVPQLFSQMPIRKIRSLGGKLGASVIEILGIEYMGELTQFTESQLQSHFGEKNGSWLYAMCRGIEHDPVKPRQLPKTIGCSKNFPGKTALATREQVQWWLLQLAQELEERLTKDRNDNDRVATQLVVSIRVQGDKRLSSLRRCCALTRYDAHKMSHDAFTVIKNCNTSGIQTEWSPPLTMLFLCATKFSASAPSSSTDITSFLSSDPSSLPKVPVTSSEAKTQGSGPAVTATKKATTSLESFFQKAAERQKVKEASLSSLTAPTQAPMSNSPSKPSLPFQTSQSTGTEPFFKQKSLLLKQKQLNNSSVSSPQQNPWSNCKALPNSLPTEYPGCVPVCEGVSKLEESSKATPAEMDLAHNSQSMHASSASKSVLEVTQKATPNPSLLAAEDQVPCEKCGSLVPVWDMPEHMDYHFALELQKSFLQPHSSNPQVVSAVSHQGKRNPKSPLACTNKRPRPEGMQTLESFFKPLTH
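Fluorescent replication assay: 50 nM final substrate added after a 15 min room-temperature compound preincubation with 10 nM enzyme. Signal taken at 0 min and again at 10 min.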
POLI inh: blocks human DNA polymerase iota activity; Q9UNA4; Pol iota fluorescent replication assay, 10 min; Potency, µM (top dose mostly 115 µM), inactives show at the top dose activity, negative = inhibition, most hits filed as inhibitors; 1% of 390,000 active; AID 588590
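Pol iota at 10 nM preincubated 15 min with compounds at room temperature; reaction started with fluorescent substrate, 50 nM final. Fluorescence read kinetically at 0 and 10 min; buffer-only wells as negative control.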
Pol kappa inh: blocks human DNA polymerase kappa activity. Q9UBT6. purified Pol kappa, fluorescent DNA synthesis assay, 10 min. Potency, µM (doses to about 107 µM), inactives show at the highest dose activity, negative = inhibition, hits mostly inhibitors. 0.53% of 400,000 active; also: % is scaled to controls: 0 for no effect and ±100 for the full control effect
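10 nM Pol kappa was preincubated with compounds for 15 min at room temperature. Reaction started with 50 nM (final) substrate. Fluorescence read kinetically at 0 and 10 min.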
Apoferritin bind: binds horse apoferritin like a general anesthetic | P02791 | apoferritin/1-aminoanthracene competitive binding, fluorescence | Potency, µM (series often up to 77.5 µM), without a hit: top-dose activity change, negative = displacement, most hits filed as inhibitors | 0.074% of 350,000 active | AID 485281; also: % is scaled to controls: 0 for no effect and ±100 for the full control effect; nearly all actives have a fitted effect of over 20% in size
Target sequence (P02791 2-175 limits assumed): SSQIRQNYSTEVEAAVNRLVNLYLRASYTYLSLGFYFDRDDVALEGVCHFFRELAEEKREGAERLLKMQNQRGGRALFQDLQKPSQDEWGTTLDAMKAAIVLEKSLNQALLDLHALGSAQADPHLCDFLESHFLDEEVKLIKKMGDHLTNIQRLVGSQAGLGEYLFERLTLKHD
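Horse-spleen apoferritin (10 uM) in 50% saturated 1-aminoanthracene in PBS was incubated 10 min at room temperature with compound. Fluorescence (ex 380, em 535 nm) was normalized to free and bound 1-AMA, with concentration-response fitted by a four-parameter Hill equation.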
G9a block: blocks human histone lysine methyltransferase G9a. G9a H3K9 monomethylation, AlphaScreen, 2 h. Potency, µM (series often up to 102 µM), for the others: at the top dose activity, negative = inhibition, most hits filed as inhibitors. 8.8% of 350,000 active. AID 504332; also: % is scaled to controls: 0 for no effect and ±100 for the full control effect; nearly all actives have a fitted effect of over 75% in size
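AlphaScreen detection with an anti-monomethyl H3K9 antibody quantified product after a 2 h room-temperature reaction containing 500 nM biotinylated H3K9 peptide, 20 µM SAM and 20 nM enzyme, which had been preincubated 15 min with compound.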
Pol beta inh: DNA polymerase beta (human) inhibition; P06746; Pol beta primer extension/strand displacement, fluorescence kinetic; Potency, µM (series often up to 114 µM), for the others: at the highest dose activity change, negative = inhibition, hits mostly inhibitors; 1.3% of 340,000 active; AID 485314; also: % is scaled to controls: 0 for no effect and ±100 for the full control effect
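Reaction started by 50 nM substrate onto compound-treated Pol beta (10 nM, 15 min preincubation, room temperature); plates read at 0 min and 10 min. Normalized concentration-effect data fitted by four-parameter Hill equation.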
The depositor's hits bear a star; ? = inconclusive; nt = not tested or not shown; [ ] = dose if it differs, or a comment. Calls follow the shape of the dose curve; as a rule, active = well fitted curve in the direction sought with a large enough effect; inconclusive = small, poorly fitted or top-dose-only effect, or another doubt; inactive = no such curve, though single readings can be large; an effect the other way counts as inactive or inconclusive. Potency is read from the fitted curve at half-maximal effect. Only part of the results is shown; count on the stated rates, not on these rows.

Under each structure: APEX1 inh	BLM inh	BAZ2B inh	POLH inh	POLI inh	Pol kappa inh	Apoferritin bind	G9a block	Pol beta inh
- O=C(Cc1ccc(-n2c(=S)[nH]c3ccccc3c2=O)cc1)N1CCN(c2ccccc2)CC1
    6%	2%	-18%	-13%	1%	1%	-11%	5%	3%
- CCOc1ccc(-n2c(SCC(=O)Nc3cc(C(=O)O)ccc3Cl)nc3ccccc3c2=O)cc1
    45%	-3%	-14%	-2%	77%[activator]	-6%	0%	?	-11%
- COc1ccccc1NC(=O)N1CCCC1C(=O)NCc1ccccc1F (stereo not drawn)
    3%	1%	-27%	-8%	-6%	-2%	-16%	2%[12.7 µM]	-1%
- Cc1ccsc1/C=N/NC(=O)CNC(=O)c1ccco1
    10%	-2%	nt	4%	-11%	-1%	-12%	0%	15%
- COc1cc(-c2nc3ccc(Cl)cn3c2Nc2ccc3c(c2)OCO3)ccc1O
    nt	-11%	nt	-16%	-4%	-7%	-1%	13µM*	46%
- Nc1ccc2oc(-c3cccc(Br)c3)nc2c1
    -2%	3%	0%	-1%	?	-4%	44%[activator]	14%[12.7 µM]	-18%
- CCc1cc2cc(C(=O)Nc3ccc(C)cc3)sc2s1
    16%	-4%	-5%	2%	5%	-7%	7%	0%[59 µM]	0%
- CCOc1ccc(NC(=O)C2CCN(C(=O)N3CC(C)Oc4ccc(Cl)cc43)CC2)cc1 (stereo not drawn)
    nt	-9%	79µM*	-8%	64%[activator]	-22%	-8%	?	11%
- CCOc1ccc2oc(-c3ccccc3)c(C(=O)N(C)C)c2c1
    7%	1%	8%	-4%	-10%	-15%	-10%	5%	0%
- COc1ccccc1Cn1c(C)nc2ccccc21
    4%	1%	-11%	-3%	57%[activator]	1%	-11%	-5%	8%
- CSc1nc(Oc2ccc(C)cc2)cc(C(F)(F)F)n1
    1%	-4%	65%[activator]	-15%	13%	-1%	-10%	192%[activator]	29%
- CS(=O)(=O)c1ccc2nc(NC(=O)c3ccc(=O)[nH]c3)sc2c1
    -5%	1%	-17%	50µM*	50µM*	-17%	-9%	-2%[12.7 µM]	-21%
- N#Cc1c(N)nc2c(c1-c1ccccc1)CCCC2
    -3%	-5%	8%	-3%	-6%	-5%	-2%	54%[activator][59 µM]	-1%
- C/C(=N\NC(=O)c1cccc(S(=O)(=O)N2CCOCC2)c1)c1ccc(OC(F)F)cc1
    8%	nt	6%	-4%	21%	-24%	nt	15%	nt
- Cc1ccc(C2C(C#N)=C(N)Oc3n[nH]c(C)c32)cc1 (stereo not drawn)
    8%	-2%	8%	-2%	?	-1%	-7%	10%	5%
- Nc1nonc1C(=Nc1ccccc1)NO
    3%	-6%	3%	3%	-9%	-25%	?	1%	28%
- CCn1c(SCC(=O)c2ccc3c(c2)Cc2ccccc2-3)nnc1-c1ccc(N)cc1
    -2%	-5%	-9%	-5%	8%	6%	?	24%[0.501 µM]	-1%
- COc1ccc(NC(=O)N(C)C[C@H]2Oc3c(NS(=O)(=O)c4ccc(F)cc4)cccc3C(=O)N([C@H](C)CO)C[C@@H]2C)cc1
    4%	nt	nt	-15%	28%	1%	nt	nt	nt
- COc1ccccc1CNC(=O)c1cc(C(=O)CC(C)C)c[nH]1
    28%	-5%	-12%	-15%	22%	0%	-2%	-5%	29%
- CN1CCCN(Cc2nc(-c3cccc(C(F)(F)F)c3)no2)CC1
    1%	0%	1%	-15%	29%	13%	-17%	?	8%
- Nc1nc2ccc([N+](=O)[O-])c(N)c2s1
    4%	1%	-35%	3%	0%	-19%	?	-46%[0.0925 µM]	9%
- CCOc1cc(C(=S)N2CCN(C)CC2)ccc1OCC(=O)N1CCOCC1
    0%	-2%	11%	-2%	13%	-2%	7%	20%[59 µM]	35%
- COC(=O)c1cc(NC(=O)c2ccoc2C)cc(C(=O)OC)c1
    -5%	-2%	-3%	1%	7%	-4%	2%	1%[59 µM]	-20%
- Cc1ccc(CNC(=O)CCS(=O)(=O)c2ccc3c(c2)NC(=O)CS3)cc1
    22%	-3%	-16%	-18%	10%	0%	-9%	66%[activator]	0%
- CC(C)(C)c1ccc(OCC(=O)N(c2ccccn2)C2CCCCC2)cc1
    -4%	-11%	0%	-11%	159%[activator]	-6%	-3%	17%[59 µM]	5%
- CC(NC(=O)c1cccc(S(=O)(=O)N(C)c2ccccc2)c1)c1cccnc1 (stereo not drawn)
    -14%	nt	nt	-9%	-6%	-7%	nt	nt	nt
- CCOC(=O)c1c(NC(=O)CCC(=O)O)sc2c1CCCCC2
    5%	0%	-5%	-2%	6%	-17%	-3%	7.9µM*	1%
- CCOC(=O)c1ccc(NC(=O)CCc2nc(-c3ccc(C)cc3)no2)cc1
    ?	-9%	3%	-18%	6%	-13%	6%	-47%[12.7 µM]	29%
- Cc1sc(NC(=O)/C=C/c2ccc3c(c2)OCO3)nc1-c1ccccc1
    21%	-9%	-8%	-11%	7%	0%	9%	3%[59 µM]	11%
- CN(c1ccc(C(=O)Nc2ccc3c(c2)OCO3)cc1)S(C)(=O)=O
    9%	0%	-19%	-13%	13%	6%	-6%	-4%	-4%

A different layout for some results above:
SMILES	APEX1 inh	BLM inh	BAZ2B inh	POLH inh	POLI inh	Pol kappa inh	Apoferritin bind	G9a block	Pol beta inh
CN1CCCN(Cc2nc(-c3cccc(C(F)(F)F)c3)no2)CC1	1%	0%	1%	-15%	29%	13%	-17%	?	8%
O=C(Cc1ccc(-n2c(=S)[nH]c3ccccc3c2=O)cc1)N1CCN(c2ccccc2)CC1	6%	2%	-18%	-13%	1%	1%	-11%	5%	3%

Continuation.
Under each structure: APEX1 inh	BLM inh	BAZ2B inh	POLH inh	POLI inh	Pol kappa inh	Apoferritin bind	G9a block	Pol beta inh
- COc1ccc(CCN2CC(C(=O)NCCCn3nc(C)cc3C)CCC2=O)cc1 (stereo not drawn)
    -6%	0%	-1%	-4%	-20%	-30%	38%[activator]	nt	56%
- O=C(c1ccc2c(c1)OCO2)N1CCN(c2ccccc2F)CC1
    -1%	0%	6%	-19%	?	-3%	7%	-4%[59 µM]	21%
- COC(=O)c1cccc(NC(=O)Cn2cnc3ccccc3c2=O)c1
    -2%	1%	12%	-16%	-3%	-1%	-12%	16%[59 µM]	2%
- CC(C)[C@H](NC(=O)N1CCn2c1nc1ccccc12)C(=O)N[C@H](Cc1ccccc1)C(=O)O
    -1%	-1%	4%	-15%	8%	7%	-17%	?	82%
- CC(C)c1ccc(N(C(=O)C(F)(F)F)C(C(=O)NC2CCCCC2)c2ccncc2)cc1 (stereo not drawn)
    1%	-3%	-4%[57.1 µM]	5%	-11%	1%[60.1 µM]	-8%	45%[activator]	28%
- COc1cccc(/C=C/C(=O)c2ccc(NS(=O)(=O)c3ccc(C)cc3)cc2)c1
    -4%	-14%	?	?	?	-17%	?	2.5µM*	0%
- COc1ccc(/C=N/NC(=O)c2nnn(-c3nonc3N)c2CN(C)c2ccccc2)cc1
    -4%	-10%	?	-7%	12%	4%	-6%	2%	1%
- CC(=O)NC(=S)Nc1cc(C(F)(F)F)ccc1N1CCOCC1
    12%	2%	6%	-14%	13%	-4%	-5%	-17%[59 µM]	36%
- O=C(c1ccncc1)N1CCN(S(=O)(=O)c2ccc(F)cc2)CC1
    14%	-2%	-12%	-1%	-22%	-5%	-6%	?	1%
- O=C(CNC(=O)c1ccncc1)N/N=C/c1ccc(Br)cc1
    -1%	-2%	3%	-3%	12%	11%	-23%	-4%	3%
- COc1ccc([C@H]2CC(=O)C=C(c3cccc(OC)c3OC)C2)cc1OC
    -23%	nt	-5%	-6%	13%	0%	nt	-10%[0.501 µM]	nt
- O=C(Cn1nc(C(=O)O)c2ccccc2c1=O)Nc1cccc(S(=O)(=O)N2CCCCCC2)c1
    -3%	nt	nt	2%	6%	-12%	nt	nt	nt
- C/C=C/c1ccc(OCCCNC(C)CC)c(OC)c1 (stereo not drawn)
    3%	-10%	32µM*	7%	9%	0%	-23%	?	0%
- Cc1cc(N(C)N)nc(NC(=O)NS(=O)(=O)c2ccccc2Cl)n1
    11%	-3%	28µM*	-16%	-20%	-1%	4%	18%	-3%
- COc1cc2c(cc1OC)C1C(=O)c3ccc4c(c3OC1CO2)C=CC(C)(C)O4 (stereo not drawn)
    -2%	-3%	nt	nt	nt	-10%[60.1 µM]	-11%	-41%[2.33 µM]	nt
- COc1ccc(-c2cc(=O)oc3c(C)c(OC(C)C(C)=O)ccc23)cc1 (stereo not drawn)
    10%	-8%	7%	-6%	-13%	-12%	-11%	-3%	1%

Record cards, as listed above. Screens in order: APEX1 inh	BLM inh	BAZ2B inh	POLH inh	POLI inh	Pol kappa inh	Apoferritin bind	G9a block	Pol beta inh
`CC(C)[C@H](NC(=O)N1CCn2c1nc1ccccc12)C(=O)N[C@H](Cc1ccccc1)C(=O)O` across the screens: -1%	-1%	4%	-15%	8%	7%	-17%	?	82%
`O=C(Cn1nc(C(=O)O)c2ccccc2c1=O)Nc1cccc(S(=O)(=O)N2CCCCCC2)c1` across the screens: -3%	nt	nt	2%	6%	-12%	nt	nt	nt
`COC(=O)c1cccc(NC(=O)Cn2cnc3ccccc3c2=O)c1` across the screens: -2%	1%	12%	-16%	-3%	-1%	-12%	16%[59 µM]	2%
